# Source: PubChem (Sanford-Burnham Center for Chemical Genomics)
# MKP-3 inhibition – MKP-3 phosphatase inhibitors, primary screen, biochemical, rat enzyme, in vitro (AID 425). recombinant MKP-3 phosphatase activity, fluorescence; higher % means a stronger effect. one-dose inhibition, % at 20 µM; IC50 in µM for titrated hits. 0.17% of 110,000 active; in the data active = inhibition above about 50%;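 note: plate controls were vehicle for no effect and reference inhibitor for full effect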
# Hsp70 displacement – small molecules displacing fluorescent ligand from Hsp70 – biochemical, fluorescence polarization, primary screen (AID 583) | Hsp70 fluorescence polarization probe displacement, mP; higher % means a stronger effect | one-dose displacement, % at 20 µM; IC50 in µM for titrated hits | 0.06% of 140,000 active; in the data active = displacement above about 50%;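 note: plate controls were vehicle for no effect and reference ligand for full effect; a part of the inactive calls stands beside numbers as strong as those of hits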
# Numbers without * were called inactive; . = no result given; & = joins results of further samples. The list is partial; rates above refer to the full screens.
# Start of the listing, in advance:
1	Cc1ccc(-c2ccc(=O)n(CCC(=O)NCc3ccccn3)n2)cc1
2	Cc1ccc(C)c(N(CC(=O)O)S(=O)(=O)c2ccccc2)c1
3	CC(=O)Nc1cnc(NC(=O)c2cccc(F)c2)cc1C

screen / no.	1	2	3
MKP-3 inhibition	-4%	5%	-5%
Hsp70 displacement	1.7%	4.4%	-1.2%

# The whole of this part (from the top)
1	Cc1ccc(-c2ccc(=O)n(CCC(=O)NCc3ccccn3)n2)cc1
2	Cc1ccc(C)c(N(CC(=O)O)S(=O)(=O)c2ccccc2)c1
3	CC(=O)Nc1cnc(NC(=O)c2cccc(F)c2)cc1C
4	Cc1ccc2nsnc2c1NC(=O)c1cccc(Cl)c1
5	COc1cc(NC(=O)C2CCN(S(=O)(=O)c3cccnc3)CC2)cc(OC)c1OC
6	Nc1ccc(O)c(-c2nc3cc(N)ccc3s2)c1
7	Cc1cc(C)c2nc3s/c(=C/c4cc([N+](=O)[O-])ccc4Cl)c(=O)n3c2c1
8	CCNC(=S)N(CCc1ccccc1)C1CC(=O)N(c2ccc(F)cc2)C1=O (centres undefined)
9	CCCCCCCCS(=O)c1sc2nc3c(cc2c1N)CCCC3 (centres undefined)
10	NS(=O)(=O)c1cccc(NC(=O)COc2ccccc2[N+](=O)[O-])c1

screen / no.	1	2	3	4	5	6	7	8	9	10
MKP-3 inhibition	-4%	5%	-5%	-3%	4%	15%	5%	2%	5%	1%
Hsp70 displacement	1.7%	4.4%	-1.2%	1.4%	.	4.1%	2.3%	3.9%	4.6%&2.8%	1.8%

11	O=C(CCCc1ccccc1)Nc1cccc2c1CCCC2
12	Cc1ccccc1OCC(=O)O/N=C(\N)Cc1ccc(Cl)cc1Cl
13	COc1cccc(C2CC(c3c(F)cccc3Cl)n3nc(N)nc3N2)c1 (centres undefined)
14	COc1ccc(C(=O)Nn2c(SCC(=O)c3ccc(Cl)cc3)nc3ccccc3c2=O)cc1
15	Cc1cc(-n2nc(C)cc2C)n2nc(C)c(-c3ccc(Cl)cc3)c2n1
16	COc1ccc(CN2CCN(Cc3cccc([N+](=O)[O-])c3)CC2)c2ccccc12
17	Cc1ccc(-c2nn3c(-c4cccc(Cl)c4)nnc3s2)cc1
18	C/C(=N\OCC(=O)N/N=C/c1cc(Cl)cc(Cl)c1O)c1cccs1
19	Cn1nccc1C(=O)Nc1ccc(Cl)cc1
20	CCOC(=O)c1[nH]c2ccc(OCC)cc2c1NC(=O)CN1CCN(c2ccccn2)CC1

screen / no.	11	12	13	14	15	16	17	18	19	20
MKP-3 inhibition	.	3%	.	.	.	4%	-5%	3%	.	-6%
Hsp70 displacement	2.8%	-3.4%	-0.7%	6.9%	0.3%	-2.2%	-3.2%	-6.0%	6.2%	-3.9%

21	CCCc1cc(=O)[nH]c(/N=C(\N)Nc2ccccc2)n1
22	O=C(CN1C(=O)c2ccccc2C1=O)Nc1sc2c(c1C(=O)NCc1ccco1)CCCC2
23	O=C(CSc1nnc(CNC(=O)c2ccco2)o1)c1ccc(Cl)cc1
24	O=C(Nc1nnc(-c2ccc(Cl)s2)o1)C1CCCCC1
25	CCc1noc(C)c1C(=O)Nc1ncc(C)s1
26	COc1ccc(CNC(=O)CCc2c(C)nc3ncnn3c2C)cc1
27	Cc1cc(C)cc(CC2CC(=O)N(c3cc(C)on3)C2=O)c1 (centres undefined)
28	CCOc1ccc(C(=O)OCC(=O)Nc2nc(OC)cc(OC)n2)cc1OCC
29	CCCCOc1ccc(C(=O)Nc2cccc(OC)c2)cc1
30	Cc1ccc(C)c(Cn2c(=O)n(CCCC(=O)NCc3ccco3)c(=O)c3sccc32)c1

screen / no.	21	22	23	24	25	26	27	28	29	30
MKP-3 inhibition	-2%	.	1%	-1%	-5%	1%	-3%	2%	4%	.
Hsp70 displacement	1.7%	3.1%	.	-2.4%	5.4%	-2.4%	2.1%	2.2%	-2.1%	-4.1%

31	O=C(NCc1ccc2c(c1)OCO2)c1ccc(-n2cnnn2)cc1
32	COc1ccc(/C=C2\SC(N3CCC(C)CC3)=NC2=O)c(OC)c1
33	COc1ccccc1NC(=O)C1=C(C)NC2=C(C(=O)CCC2)C1c1ccc2c(c1)OCO2 (centres undefined)
34	O=C(O)CCC(=O)c1c[nH]c2ccccc12
35	CCC(C)Sc1nc2c(c(=O)[nH]c(=O)n2C)n1C (centres undefined)
36	COC(=O)c1c(/N=C/NOCc2ccc(Cl)cc2)sc2c1CCN(c1ncc(C(F)(F)F)cc1Cl)C2
37	CCOC(=O)CCc1cccc2c1CCC2=O
38	CCN(CC)CCNC(=O)c1sc2nc(-c3ccccc3)cn2c1C
39	CCOC(=O)CSc1nc2ccc(N)cc2s1
40	O=C(CCn1c(SCC(=O)c2ccccc2)nc2ccccc2c1=O)NCc1ccc(F)cc1

screen / no.	31	32	33	34	35	36	37	38	39	40
MKP-3 inhibition	-2%	5%	-3%	-7%	-14%	.	1%	-4%	4%	.
Hsp70 displacement	0.8%	-3.1%	1.2%	3.7%	-2.9%	1.3%	-2.3%	3.4%	-9.5%&-4.2%	2.6%

41	COC(=O)c1c(-c2ccc(Cl)cc2)csc1NC(=O)CCCC(=O)O
42	COc1ccc(-c2nc(CS(=O)CC(=O)NCc3cccnc3)c(C)o2)cc1OC (centres undefined)
43	COc1ccc(C)c2sc(=NC(=O)C(C)C)n(C)c12
44	Cn1c(=O)cc(OCC(=O)NCCCN2CCN(Cc3ccccc3)CC2)c2ccccc21
45	CCC(C(=O)Nc1cccc(C)c1)c1ccccc1 (centres undefined)
46	O=C(COc1ccc(Cl)cc1Cl)N1CCN(c2cccc(Cl)c2)CC1
47	Cc1cccc(N2CCN(C(=O)CSCc3c(C)noc3C)CC2)c1C
48	O=C(Nc1ccccc1Cl)N1CCN(Cc2ccc3c(c2)OCO3)CC1
49	COc1ccc(C2CC(=O)C3=C(C2)Nc2ncnn2C3c2ccccc2)cc1 (centres undefined)
50	CCN(CC)S(=O)(=O)c1ccc(NS(=O)(=O)c2ccc(NC(C)=O)cc2)cc1

screen / no.	41	42	43	44	45	46	47	48	49	50
MKP-3 inhibition	4%	7%	-5%	-1%	0%	8%	-8%	1%	-2%	6%
Hsp70 displacement	-0.8%	-2.8%	3.1%	5.2%	-1.7%	3.5%	-5.3%	2.0%	3.5%	2.8%

51	O=C(NC1CCCCC1Cc1ccco1)c1cccc2ccccc12 (centres undefined)
52	CCCn1cc2c(c1-c1cccc(C)c1)c(=O)n(C)c(=O)n2C
53	CN(c1ccccc1C(=O)Nc1ccc2c(c1)OCCO2)S(C)(=O)=O
54	CCOC(=O)C1=C(C)NC(=S)N(C(C)=O)C1c1ccccc1 (centres undefined)
55	CCCCn1c(N)c(Sc2ccc(Cl)cc2)c(=O)[nH]c1=O
56	CC(C)C1Cc2c(sc3[nH]c(=S)n(Cc4ccccc4)c(=O)c23)CO1 (centres undefined)
57	O=C(CSc1nnc(Cn2nnc3ccccc32)o1)Nc1ccc(Cl)cc1
58	CC1=NN(c2ccc(S(N)(=O)=O)cc2)C(=O)/C1=C\c1ccc(O)c([N+](=O)[O-])c1
59	O=S(=O)(Nc1ccccn1)c1ccc(C2CCCCC2)cc1
60	COC(=O)c1sc2nccc(N(C)C)c2c1N

screen / no.	51	52	53	54	55	56	57	58	59	60
MKP-3 inhibition	1%	4%	-1%	.	.	.	.	7%	-1%	4%
Hsp70 displacement	3.8%	-6.3%	-4.1%	-4.0%	1.2%	-2.5%	-4.2%	1.7%	-2.5%	4.0%

61	CCOC(=O)C1CCN(C(=O)Cc2c(C(=O)O)n(C)c3ccccc23)CC1
62	COc1ccc(/C=C2\C(=O)N(c3ccc(S(N)(=O)=O)cc3)N=C2C)cc1Br
63	COc1ccc(/C=C(/NC(=O)c2ccccc2Br)C(=O)NC(Cc2ccccc2)C(=O)O)c(OC)c1 (centres undefined)
64	CO/N=C\C(=N\Nc1ccc(OC)cc1)C(=O)c1ccccc1
65	Nc1nc(CSCCO)nc(Nc2ccccc2)n1
66	O=C(CCc1nc(-c2ccc(Cl)cc2)no1)OCc1ccc(Br)cc1
67	CC(C)[C@H](NC(=O)c1ccco1)C(=O)OCC(=O)N1CCc2ccccc21
68	O=c1[nH]cc(CN2CCOCC2)c(=O)[nH]1
69	Cc1c(C)c2c(C)[nH]nc2oc1=O
70	O=C(NC(=O)N1CCN(c2ccccc2)CC1)c1ccc(Cl)cc1

screen / no.	61	62	63	64	65	66	67	68	69	70
MKP-3 inhibition	4%	2%	4%	.	.	.	.	-3%	-2%	.
Hsp70 displacement	-0.5%	0.7%	-4.1%	9.9%	0.2%	-4.7%	7.8%	0.7%	-1.3%	1.9%

71	O=C(CC1Oc2ccccc2NC1=O)NC1CCCC1 (centres undefined)
72	O=C(CSc1ccccn1)N1CCN(c2ccc(Cl)cc2)CC1
73	CC1CCCCN1C(=O)Cn1cc(/C=C2/C(=O)Nc3ccccc32)c2ccccc21 (centres undefined)
74	Cn1cc(C(=O)NCCN2CCN(c3ccccc3F)CC2)c2c3ccccc3n(C)c2c1=O
75	CCOC(=O)c1[nH]c2c(c1C)C(=O)CC(c1ccc(N(C)C)cc1)C2 (centres undefined)
76	CCCOC(=O)c1ccc(NC(=O)CC(C)C)cc1
77	CCc1c(C)nc2ncnn2c1N1CCCC(C(=O)NCCc2ccc(OC)cc2)C1 (centres undefined)
78	Cc1noc(C)c1CSCC(=O)Nc1nc2ccc(Oc3ccccc3)cc2s1
79	O=C(NCc1ccc(Cl)cc1)c1ccc(I)cc1
80	C=CCOc1ccc(/C=C/C(=O)c2ccc(Cl)cc2)cc1

screen / no.	71	72	73	74	75	76	77	78	79	80
MKP-3 inhibition	-6%	.	.	2%	6%	4%	-18%	.	-1%	2%
Hsp70 displacement	2.6%	0.3%	-2.3%	6.2%	4.7%	3.9%	-1.0%	-4.2%	-0.7%	-1.5%

81	CCN(CCCNC(=O)C1CCN(S(=O)(=O)CC)CC1)c1ccccc1
82	CC1CCN(CCCNC(=O)c2cc3c(=O)n(C)c4ccccc4c3n2C)CC1
83	Cn1c(=O)n(CCOc2ccc(F)cc2)c2ccccc21
84	CCOc1cc(C=O)cc(I)c1OC(C)C
85	CC(C)(C)NCC(O)c1cc(O)cc(O)c1 (centres undefined)
86	COC(=O)/C(=C/C(=O)c1ccc(C)cc1)Nc1c(C)n(C)n(-c2ccccc2)c1=O
87	CCOC(=O)c1ccc(NC(=O)CSCc2ccco2)cc1
88	COc1ccc(/C=C2\C(=O)NC(=O)N(c3ccc(Br)cc3)C2=O)c(C)c1
89	O=C(Nc1ccccc1C(F)(F)F)c1cccc(OCc2ccccc2)c1
90	CCOc1ccc(-c2c(C#N)c(N)nc3sc(C#N)c(N)c23)cc1

screen / no.	81	82	83	84	85	86	87	88	89	90
MKP-3 inhibition	5%	-4%	5%	3%	-6%	5%	-2%	-1%	1%	4%
Hsp70 displacement	4.8%	2.0%	-0.5%	0.4%	4.4%	1.9%	-4.2%	-1.3%	3.9%	-1.0%

# Copied from the list.
# Hsp70 displacement result of Cn1c(=O)n(CCOc2ccc(F)cc2)c2ccccc21 is entered as -0.5%
# MKP-3 inhibition result of COC(=O)/C(=C/C(=O)c1ccc(C)cc1)Nc1c(C)n(C)n(-c2ccccc2)c1=O is entered as 5%
# MKP-3 inhibition result of O=C(Nc1ccccc1C(F)(F)F)c1cccc(OCc2ccccc2)c1 is entered as 1%
# Hsp70 displacement result of CCOc1cc(C=O)cc(I)c1OC(C)C is entered as 0.4%

# Filtered by structure: those above with bromine
62	COc1ccc(/C=C2\C(=O)N(c3ccc(S(N)(=O)=O)cc3)N=C2C)cc1Br
63	COc1ccc(/C=C(/NC(=O)c2ccccc2Br)C(=O)NC(Cc2ccccc2)C(=O)O)c(OC)c1 (centres undefined)
66	O=C(CCc1nc(-c2ccc(Cl)cc2)no1)OCc1ccc(Br)cc1
88	COc1ccc(/C=C2\C(=O)NC(=O)N(c3ccc(Br)cc3)C2=O)c(C)c1

screen / no.	62	63	66	88
MKP-3 inhibition	2%	4%	.	-1%
Hsp70 displacement	0.7%	-4.1%	-4.7%	-1.3%

# The list continues:
91	CCOC(=O)c1c(N=CN(C)C)c(C#N)n2c1CCC2
92	CCOc1ccc(C2C(C(=O)OC)=CNC=C2C(=O)OC)cc1
93	Nn1c(SCC(=O)Nc2ccc(Oc3ccccc3)cc2)nnc1C1CC1
94	NC(=O)c1cccc2c(=O)oc3ccccc3c12
95	O=C(/C=C/c1ccc(Cl)cc1)Nc1cccnc1
96	Cc1ccc(CNC(=O)Cn2ccc3ccccc3c2=O)o1
97	Cc1nc2sc3c(c2c2nc(-c4ccco4)nn12)CCCC3
98	CCCc1cc(=O)[nH]c(Nc2ccc(O)cc2)n1
99	CCOC(=O)C(C(C)=O)c1c(Br)c(O)c(O)c2c(C(=O)c3ccc(C)cc3)coc12 (centres undefined)
100	CCOc1ncccc1C(=O)OCc1ccc(C(=O)OC)o1
101	CCOc1ccc(NC(=O)c2c(NC(=O)CCC(=O)O)sc3c2CCCC3)cc1

screen / no.	91	92	93	94	95	96	97	98	99	100	101
MKP-3 inhibition	-7%&0%	0%	-9%	0%	5%	4%	2%	.	9%	-8%	2%
Hsp70 displacement	-0.4%&-0.9%	-0.2%	-0.5%	-1.1%	-3.3%	3.4%	7.6%	-5.0%	0.2%	2.2%	2.0%
